# Screens as filed in PubChem BioAssay.
# PAFAH1B3 FP inh = PAFAH1B3 enzyme inhibitors, primary screen, biochemical, fluorescence polarization, human. inhibition, % at 3.39 µM. Platelet-activating factor acetylhydrolase IB subunit alpha1 (Homo sapiens), Q15102. actives 0.28% (n = 340,000). recombinant PAFAH1B3, FP-rhodamine probe;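 active = inhibition above the screen-wide average of all tested compounds plus 3 SD, cut at about 25% in these data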;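 also: 0% = enzyme with DMSO only and 100% = wells lacking PAFAH1B3 protein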
# PAFAH2 FP inh = PAFAH2 enzyme inhibitors, primary screen, biochemical, fluorescence polarization, human; Platelet-activating factor acetylhydrolase 2, cytoplasmic (Homo sapiens), Q99487; recombinant PAFAH2, FP-rhodamine activity probe; inhibition, % at 3.39 µM; actives 0.99% (n = 340,000); AID 492956, 2010;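 active = inhibition above the mean over all tested compounds plus 3 SD, cut at about 30% in these data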;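 also: inhibitors block probe labeling of enzyme so polarization drops; 0% = enzyme with DMSO and 100% = wells lacking PAFAH2 protein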
# EBNA-1 inhibitor = EBNA-1 DNA-binding inhibitors, primary screen, biochemical, fluorescence polarization; inhibition, % at 14.8 µM; actives 0.34% (n = 300,000); AID 1950, 2009; in the data active = inhibition above about 28%
# GSTO1 inh = inhibitors of recombinant GSTO1, primary screen, counter-screen for RBBP9 inhibitor project, biochemical, fluorescence polarization. Glutathione S-transferase omega-1 (Homo sapiens), P78417. activity-based probe fluorescence polarization. inhibition, % at 5.96 µM. actives 1.1% (n = 300,000). AID 1974, 2009;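 active = inhibition above the campaign mean inhibition plus 3 SD, cut at about 35% in these data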;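 also: 0% = GSTO1-1 with DMSO and 100% = wells lacking GSTO1-1 enzyme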
# LYPLA1 counter = LYPLA1 inhibitors, primary screen, counter-screen for PME1 inhibitor project, biochemical, fluorescence polarization, FP-Rh probe ABPP. AID 2174, 2009. recombinant LYPLA1. inhibition, % at 5.9 µM. Acyl-protein thioesterase 1 (Homo sapiens), O75608. actives 0.16% (n = 320,000);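 active = inhibition above the mean of all tested compounds plus 3 SD, set per campaign, cut at about 14% in these data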;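 also: inhibitors block serine hydrolase probe labeling of LYPLA1 so polarization falls; 0% = enzyme with DMSO and 100% = wells lacking LYPLA1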
# LYPLA2 counter = LYPLA2 inhibitors, primary screen, counter-screen for PME1 inhibitor project, biochemical, fluorescence polarization, FP-Rh probe ABPP; actives 0.38% (n = 320,000); recombinant LYPLA2; Acyl-protein thioesterase 2 (Homo sapiens), O95372; inhibition, % at 5.9 µM;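 active = inhibition above the screen-wide mean plus 3 SD, limit set per campaign, cut at about 26% in these data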;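 also: 0% = LYPLA2 with DMSO and 100% = wells lacking LYPLA2 enzyme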
# ZTA counter = blocks Epstein-Barr virus ZTA, an EBNA-1 counter-screen; ZTA-DNA binding, fluorescence polarization; actives 0.15% (n = 320,000); inhibition, % at 11 µM; AID 2234; P03206; in the data active = inhibition above about 33%
# Target sequence (P03206 whole entry, looked up): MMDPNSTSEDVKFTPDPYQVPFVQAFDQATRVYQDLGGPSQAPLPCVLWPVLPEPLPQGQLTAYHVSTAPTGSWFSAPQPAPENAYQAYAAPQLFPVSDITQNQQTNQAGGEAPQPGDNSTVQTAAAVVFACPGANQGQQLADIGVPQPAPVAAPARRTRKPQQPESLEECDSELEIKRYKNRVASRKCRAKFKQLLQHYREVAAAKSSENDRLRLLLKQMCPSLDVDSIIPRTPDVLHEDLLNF
# PAD4 inh = human PAD4 inhibitors, primary screen, biochemical, fluorescence polarization, 1536-well format; inhibition, % at 6.36 µM; recombinant PAD4, RCA probe fluorescence polarization; actives 0.41% (n = 330,000); Protein-arginine deiminase type-4 (Homo sapiens), Q9UM07;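 active = percent inhibition above a cutoff equal to the mean of all tested compounds plus 3 SD, cut at about 15% in these data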;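 also: 0% = PAD4 with RCA probe and DMSO and 100% = probe without PAD4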
# PREPL inh = PREPL enzyme inhibitors, primary screen, biochemical, fluorescence polarization | recombinant PREPL, fluorescence polarization activity-based probe | Prolyl endopeptidase-like (Homo sapiens), Q4J6C6 | actives 0.68% (n = 320,000) | inhibition, % at 5.96 µM | AID 2751, 2010; in the data active = inhibition above about 43%;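 also: 0% = enzyme with DMSO and 100% = wells lacking enzyme; many of its hits are not listed in these tables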
# Target sequence (Q4J6C6 whole entry, looked up): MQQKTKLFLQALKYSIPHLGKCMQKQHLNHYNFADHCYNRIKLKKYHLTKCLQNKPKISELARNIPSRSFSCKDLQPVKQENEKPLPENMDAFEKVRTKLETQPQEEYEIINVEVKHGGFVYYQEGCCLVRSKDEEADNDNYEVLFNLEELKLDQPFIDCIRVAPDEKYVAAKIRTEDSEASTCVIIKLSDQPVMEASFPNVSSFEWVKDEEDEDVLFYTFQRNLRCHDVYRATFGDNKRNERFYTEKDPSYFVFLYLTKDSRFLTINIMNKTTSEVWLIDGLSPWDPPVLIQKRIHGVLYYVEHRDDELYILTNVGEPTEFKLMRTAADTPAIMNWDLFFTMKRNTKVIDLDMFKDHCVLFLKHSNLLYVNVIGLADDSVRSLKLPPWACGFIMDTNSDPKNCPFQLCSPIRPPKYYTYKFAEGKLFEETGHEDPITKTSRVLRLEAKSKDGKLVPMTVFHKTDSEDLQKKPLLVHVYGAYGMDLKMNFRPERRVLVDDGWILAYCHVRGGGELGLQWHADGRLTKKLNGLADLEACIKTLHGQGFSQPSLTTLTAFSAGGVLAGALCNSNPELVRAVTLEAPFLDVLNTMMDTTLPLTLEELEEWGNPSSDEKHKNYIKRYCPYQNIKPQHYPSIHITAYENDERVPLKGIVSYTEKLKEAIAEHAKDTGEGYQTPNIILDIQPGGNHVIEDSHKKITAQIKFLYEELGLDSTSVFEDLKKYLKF
# * hit, by the source's call; · = not tested or not shown; & = joins results of further samples.
Molecule	PAFAH1B3 FP inh	PAFAH2 FP inh	EBNA-1 inhibitor	GSTO1 inh	LYPLA1 counter	LYPLA2 counter	ZTA counter	PAD4 inh	PREPL inh
COc1cccc(Oc2coc3cc(OC(=O)N(C)C)ccc3c2=O)c1	5	2	-4	-2	-2	1	8	-2	6
CC1CCCC(NC(=O)COC(=O)c2cn(C)c3ccccc23)C1C (configuration not stated)	-6	83*	·	·	0	1	-8	-1	0
CCCc1nnc(NC(=O)CCC(=O)N2CCC3(CC2)OCCO3)s1	-1	6	-2	7	-2	0	6	3	-3
O=C(c1ccc(CS(=O)(=O)c2ccccc2)o1)N1CCC2(CC1)OCCO2	1	6	-10	6	0	-2	-10	2	-10
COc1ccc(-n2c(O)c(C(C)=NCCCn3ccnc3)c(=O)[nH]c2=O)cc1	5	4	8	8	6	9	7	0	8
CN=C(SCc1ccccc1)c1c(O)n(C)c(=O)n(C)c1=O	-8	-5	1	12	0	0	-3	-8	3
O=C(COC(=O)Cc1ccccc1)NCCNC(=O)COC(=O)Cc1ccccc1	4	-1	-3	5	0	2	8	-3	-4
CN(C)CC#CCC(O)(c1ccccc1)C1CCCC1 (configuration not stated)	-4	6	-3	5	-2	-8	5	-1	-2
COc1cc(C(=O)N/N=C/C23CC[C@@H](O)CC2(O)CC[C@@H]2[C@@H]3CCC3(C)C(C4=CC(=O)OC4)CCC23O)ccc1O (some centres not stated)	9	-10	1	8	-6	-8	-1	2	-4
Cn1c[n+](C)cc1C(O)c1ccccc1 (configuration not stated)	6&8	-8&-8	4&7	8&-1	0&-3	-2&4	16&10	1&2	-1&1
COc1ccc(C(=O)C2CCCN(Cc3ccc(C)s3)C2)c(OC)c1 (configuration not stated)	-3	0	1	6	0	1	8	0	-13
COc1ccc(OC)c(NC2=NCCS2)c1	5	-2	-8	8	4	7	-8	-6	14
c1ccc2nc(N3CCNCC3)ccc2c1	-1&-9	-6&-8	-1	2	-2	-6	-2	-6	0
C=CCn1c(O)c(C(C)=NCCC(c2ccccc2)c2ccccc2)c(=O)[nH]c1=O	-1	-4	5	3	0	1	-9	-1	2
Cc1ccccc1-n1c(O)c(/C=N/c2nccs2)c(=O)[nH]c1=O	0&-3	3&5	-6&-4	11&-1	-1&3	2&0	-10&-3	-4&-6	7&-6
C=CCn1c(O)c(C=NCCCn2ccnc2)c(=O)[nH]c1=O	2	2	3	7	-1	3	-4	-1	5
C[C@H](NC(=O)N1C[C@H]2C[C@@H](C1)c1cccc(=O)n1C2)C(=O)Nc1ccc(F)c(F)c1	6	1	-5	2	0	6	1	2	7
CCN(CC)C(=O)c1ccc(NC(=O)COc2ccccc2F)cc1	5	3	-6	1	0	-1	-3	-3	-21
CC(=NCCN1CCOCC1)c1c(O)n(C2CCCCC2)c(=O)[nH]c1=O	1	4	2	-1	1	0	-9	-4	4
COc1ccccc1Cn1c(SCC#N)nc2cc(C(=O)N3CCC4(CC3)OCCO4)ccc2c1=O	4	-1	-4	-10	-1	-1	-6	-1	-11
Cc1ccc(C2N(c3cc(C)on3)C(=O)C3CCCN32)cc1 (configuration not stated)	-2	3	-4	10	4	6	8	-2	7
Cc1ccc(-c2nc(N3CCOCC3)s[n+]2-c2ccccc2)cc1	-3	-11	1	-16	2	4	10	3	-5
CC(=NCC1CCCO1)c1c(O)n(-c2ccc(Cl)cc2)c(=O)[nH]c1=O (configuration not stated)	5	-2	8	-19	3	-2	-1	2	1
Cc1cccc(NP(=O)(Oc2ccccc2)Oc2ccccc2)c1C	6	2	-2	4	-1	-4	-12	-2	-15
CCN1C[C@]2(COC)CC[C@H](O)[C@@]34C5C[C@@H]6[C@@H](OC)C[C@@](O)(C5[C@H]6O)[C@](O)([C@@H](OC)C23)[C@@H]14 (some centres not stated)	10	10	22	-12	0	1	-6	-2	17
O=C(NC(Cc1ccccc1)C(=O)N1CCC2(CC1)OCCO2)C1CCCCC1 (configuration not stated)	1	3	9	3	5	5	-4	-2	7
O=C(N/N=C/c1c(O)n(-c2ccccc2)c(=S)[nH]c1=O)c1ccccc1	·	·	-9	6	-1	-7	0	-5	11
C[C@@H]1CC[C@H]2[C@@H](C)C(=O)O[C@@H]3O[C@@]4(C)CC[C@@H]1[C@]32OO4	-5	5	10	4	0	1	12	-1	-3
Cc1nn(Cc2ccccc2)c(Cl)c1C(=O)OCC(=O)Nc1cccc2ccccc12	-2	9	61*	4	3	0	6	0	6
COC(=O)C1=C(c2ccc(F)cc2OCc2ccccc2)C[C@@H]2CC[C@H]1N2C(=O)NC1Cc2ccccc2C1	-14	0	·	·	-5	-11	-7	-1	12
Cc1ccc(-n2c(O)c(C=Nc3ccccc3N)c(=O)[nH]c2=O)cc1C	3	-1	0	7	-3	2	-8	-3	12
CN1CCN(C(=S)SCC(=O)Nc2ccc(Cl)cc2C(=O)c2ccccc2)CC1	7	6	8	-9	4	-7	-2	-6	18
CCCCn1c(=O)c(C(=O)Nc2cccc(C)c2)c(O)c2ccccc21	12	3	-6	6	-1	-3	-13	-2	2
COC(=O)CN1C(=O)C2(C(C(=O)OC)=C(N)Oc3ccccc32)C2=C1CC(C)(C)CC2=O (configuration not stated)	3	-10	6	-3	1	0	7	1	6
O=C(Cn1ncc2c3ccccc3n(Cc3ccccc3F)c2c1=O)N1CCC2(CC1)OCCO2	11	2	-10	7	0	-1	3	2	-1
CCOC(=O)c1c(/N=C/C2C(=O)NC(=S)NC2=O)sc(C)c1C	·	·	0	0	-1	-1	-5	2	-4
Nc1ccccc1N=Cc1c(O)n(CCC2=CCCCC2)c(=O)[nH]c1=O	-8	-6	8	-5	2	-5	13	-5	2
O=C(O)C1C2CCC(O2)C1C(=O)Nc1ccc(F)c(F)c1 (configuration not stated)	13	-5	3	3	-2	-3	0	1	0
CCC(=O)c1ccc(OC)c(OC)c1	-7	3	-3	12	-1	5	8	4	3
O=[N+]([O-])c1cccc(CCl)c1	3	2	·	·	-1	2	-21	-4	22
CN(C(=O)Cc1ccc2c(c1)OCO2)C1CCCN(Cc2ccccc2F)C1 (configuration not stated)	6	1	5	7	5	3	-11	-3	-9
Cc1ccc2c(c1)C1CN(C)CCC1N2C(=O)c1ccc(Br)o1 (configuration not stated)	4	2	-10	6	-1	2	-5	-8	11
CN1C(=O)N(C)C(=O)C2(Cc3cc(NC(=O)c4ccc(F)cc4)ccc3N3CCCC32)C1=O (configuration not stated)	5	-9	-14	2	-3	0	3	-5	13
COC(=O)C1=C(c2cccc(OCc3ccccc3)c2)C[C@@H]2CC[C@H]1N2C(=O)NCCOc1ccc(OC)cc1	2	0	·	·	-3	2	0	0	14
COC(=O)C1=C(c2cccc(C#N)c2)C[C@@H]2CC[C@H]1N2C(=O)NCCOc1ccccc1	6	6	·	·	0	-7	1	-3	8
O=C1NC(=O)C(C/C=C/c2ccccc2)C(=O)N1	7	-21	9	16	1	4	-5	-2	20
OCC1CO1 (configuration not stated)	2	-4	·	·	-1	-1	-4	1	5
Cc1ccc(-n2nc(C)c3c2NC(=O)CSC3c2ccc3c(c2)OCO3)cc1 (configuration not stated)	6	-6	-1	25	-3	-1	0	0	-7
CN1CCN(c2ccc(C(N)=O)cc2N)CC1	7	6	3	3	1	5	1	-3	11
Cc1nonc1OCCNc1ccc([N+](=O)[O-])c2cccnc12	0	9	-1	-1	2	0	-9	-3	0

# (more compounds)
# The line under a structure holds: PAFAH1B3 FP inh | PAFAH2 FP inh | EBNA-1 inhibitor | GSTO1 inh | LYPLA1 counter | LYPLA2 counter | ZTA counter | PAD4 inh | PREPL inh
- O=C1Nc2ccc(Br)cc2C(c2ccccc2)=NC1O (configuration not stated)
    11 | -2 | 3 | 1 | 1 | 6 | -3 | 4 | -3
- CN(C)c1ccc(CN2CC=C(c3ccc(F)cc3)CC2)cc1
    2 | -4 | -3 | -2 | 3 | 1 | 8 | -2 | 23
- Cc1ccccc1C1=NCC(=O)N(CC(=O)N2CCCCC2)c2sc(C)c(C)c21
    6 | 4 | 10 | -5 | -1 | 3 | 7 | 1 | -13
- CC(C)c1ccc(N=Cc2c(O)n(C3CC3)c(=S)[nH]c2=O)cc1
    7 | -2 | 13 | 2 | 0 | -2 | 20 | -5 | -3
- CCN1C[C@]2(CO)CC[C@H](OC)[C@@]34C5C[C@H]6[C@H](OC)C5[C@](O)(C[C@H]6OC)[C@@](O)(C(OC)C23)[C@@H]14 (some centres not stated)
    8 | 1 | -9 | 16 | -1 | 3 | 2 | -5 | 7
- OC1(c2ccccc2F)CC2CCC(C1)N2CCN1CCOCC1 (configuration not stated)
    0 | 4 | -10 | -1 | 1 | -1 | 9 | -2 | -2
- CC1CN=C(NCc2ccccc2Cl)S1 (configuration not stated)
    5 | 1 | 8 | -3 | 2 | -2 | 11 | -2 | -4

# Gathered by group: the compounds so far with an aryl methoxy group (eight)
# The line under a structure holds: PAFAH1B3 FP inh | PAFAH2 FP inh | EBNA-1 inhibitor | GSTO1 inh | LYPLA1 counter | LYPLA2 counter | ZTA counter | PAD4 inh | PREPL inh
- COc1cccc(Oc2coc3cc(OC(=O)N(C)C)ccc3c2=O)c1
    5 | 2 | -4 | -2 | -2 | 1 | 8 | -2 | 6
- COc1ccc(-n2c(O)c(C(C)=NCCCn3ccnc3)c(=O)[nH]c2=O)cc1
    5 | 4 | 8 | 8 | 6 | 9 | 7 | 0 | 8
- COc1cc(C(=O)N/N=C/C23CC[C@@H](O)CC2(O)CC[C@@H]2[C@@H]3CCC3(C)C(C4=CC(=O)OC4)CCC23O)ccc1O (some centres not stated)
    9 | -10 | 1 | 8 | -6 | -8 | -1 | 2 | -4
- COc1ccc(C(=O)C2CCCN(Cc3ccc(C)s3)C2)c(OC)c1 (configuration not stated)
    -3 | 0 | 1 | 6 | 0 | 1 | 8 | 0 | -13
- COc1ccc(OC)c(NC2=NCCS2)c1
    5 | -2 | -8 | 8 | 4 | 7 | -8 | -6 | 14
- COc1ccccc1Cn1c(SCC#N)nc2cc(C(=O)N3CCC4(CC3)OCCO4)ccc2c1=O
    4 | -1 | -4 | -10 | -1 | -1 | -6 | -1 | -11
- CCC(=O)c1ccc(OC)c(OC)c1
    -7 | 3 | -3 | 12 | -1 | 5 | 8 | 4 | 3
- COC(=O)C1=C(c2cccc(OCc3ccccc3)c2)C[C@@H]2CC[C@H]1N2C(=O)NCCOc1ccc(OC)cc1
    2 | 0 | · | · | -3 | 2 | 0 | 0 | 14

# These rows are one share of the data; the hit share may differ from the screen's.
